Screening data: PubChem BioAssay, several laboratories
Rv3671c inh – Rv3671c (M. tuberculosis) protease inhibition; inhibition, % at 5.96 µM; P9WHR9; AID 2606; 320,000 tested, 0.048% active; in the data active means inhibition above about 38%;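 further: extracellular domain of Rv3671c used as enzyme; 0% = enzyme with DMSO and 100% = no enzyme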
MazEF act – activators of E. coli MazEF toxin-antitoxin RNase; FAM/BHQ RNA-DNA oligo cleavage fluorescence, 5 h; activation, % at 20 µM; 350,000 tested, 0.32% active; in the data active means activation above about 50%
BoNT-A LC inh2 – BoNT A light chain protease inhibition. multiplex microsphere protease substrate cleavage, flow cytometry. inhibition, % at 10 µM. 360,000 tested, 0.17% active. AID 588499; further: plate controls were buffer without enzyme for full effect and enzyme alone for no effect
DUSP3 inh – DUSP3 (human) phosphatase inhibition; recombinant VHR phosphatase, pNPP absorbance; inhibition, % at 13.3 µM; 290,000 tested, 0.52% active; in the data active means inhibition above about 50%; further: some compounds called inactive have numbers as strong as hits
Target sequence (P51452 whole entry, looked up): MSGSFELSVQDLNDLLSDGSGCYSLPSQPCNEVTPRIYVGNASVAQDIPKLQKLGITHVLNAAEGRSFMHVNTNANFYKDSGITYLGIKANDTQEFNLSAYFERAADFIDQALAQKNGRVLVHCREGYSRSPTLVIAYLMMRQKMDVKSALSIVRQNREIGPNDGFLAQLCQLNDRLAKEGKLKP
Anthrax LF inh2 – inhibitors of Bacillus anthracis lethal factor protease | AID 588501 | inhibition, % at 10 µM | 360,000 tested, 0.12% active | multiplex microsphere protease cleavage assay, LF | P15917; further: plate controls were buffer without enzyme for full effect and enzyme alone for no effect
Target sequence (P15917 whole entry, looked up): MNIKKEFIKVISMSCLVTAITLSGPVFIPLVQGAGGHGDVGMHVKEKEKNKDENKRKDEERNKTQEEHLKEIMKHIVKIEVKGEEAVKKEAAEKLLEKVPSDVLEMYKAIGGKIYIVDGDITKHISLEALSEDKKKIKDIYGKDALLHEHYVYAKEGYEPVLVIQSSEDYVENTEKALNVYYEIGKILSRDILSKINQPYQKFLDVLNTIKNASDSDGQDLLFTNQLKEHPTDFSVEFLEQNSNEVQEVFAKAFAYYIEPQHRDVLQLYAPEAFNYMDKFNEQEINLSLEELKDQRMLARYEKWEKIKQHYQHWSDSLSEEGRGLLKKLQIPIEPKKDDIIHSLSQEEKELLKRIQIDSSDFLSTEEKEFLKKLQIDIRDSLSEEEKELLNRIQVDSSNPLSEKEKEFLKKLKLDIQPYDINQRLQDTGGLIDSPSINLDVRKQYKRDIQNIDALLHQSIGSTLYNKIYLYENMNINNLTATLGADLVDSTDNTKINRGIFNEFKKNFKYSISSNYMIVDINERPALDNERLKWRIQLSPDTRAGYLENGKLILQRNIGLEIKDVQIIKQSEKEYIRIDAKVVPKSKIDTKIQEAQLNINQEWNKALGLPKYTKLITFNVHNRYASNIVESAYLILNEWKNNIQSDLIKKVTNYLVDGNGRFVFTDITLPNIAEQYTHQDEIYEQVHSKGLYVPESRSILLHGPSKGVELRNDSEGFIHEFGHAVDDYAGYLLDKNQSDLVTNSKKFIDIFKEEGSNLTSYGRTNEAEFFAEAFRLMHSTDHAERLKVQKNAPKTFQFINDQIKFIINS
SSB-PriA inh – K. pneumoniae PriA-SSBct interaction inhibition. AlphaScreen SSBct-PriA binding, biotinylated peptide. inhibition, % at 33 µM. 430,000 tested, 0.6% active; in the data active means inhibition mostly above about 37%, no sharp cut-off; inactive means mostly below about 20%;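 further: plate controls were negative control peptide for no effect and reference peptide for full effect; strong numbers were not always called active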
BoNT-F LC inh – blocks Botulinum neurotoxin F light chain protease; Multiplex microsphere protease cleavage assay, flow cytometry; 360,000 tested, 0.22% active; inhibition, % at 10 µM; AID 588497; in the data active means inhibition above about 35%, passing the limit was not always enough; inconclusive means no clear call, values can overlap the other calls; further: plate controls were buffer without enzyme for full effect and enzyme alone for no effect
PrPC TRFRET – reduces human prion protein on the cell surface. P04156. inhibition, % at 13.8 µM. AID 720596. 370,000 tested, 0.43% active. cell surface PrPC, TR-FRET read-out; in the data active means inhibition above about 24%; further: 0% = median of the test wells and 100% = reference compound wells
CCHFV vOTU inh – blocks the CCHF virus ovarian tumor domain protease; inhibition, % at 11.5 µM; 370,000 tested, 0.55% active; CCHFV vOTU protease, Pep-AMC fluorescence; in the data active means inhibition above about 30%; further: 0% = vehicle wells with enzyme and 100% = no enzyme wells
SARS 3CLpro inh – SARS-CoV 3CLpro protease inhibition. recombinant SARS-CoV 3CLpro, quenched FRET peptide cleavage. inhibition, % at 6 µM. 290,000 tested, 0.14% active. AID 1706; in the data active means inhibition above about 12%
* = called active by the depositor; ? = inconclusive; · = not tested or not shown; & = joins results of further samples. Unless noted, no stated cut-off is given here; in the data, active means inhibition above about 30%; inconclusive means no clear call, values can overlap the other calls; inactive means below that. An excerpt; count on the stated rates, not on these rows.

SMILES	Rv3671c inh	MazEF act	BoNT-A LC inh2	DUSP3 inh	Anthrax LF inh2	SSB-PriA inh	BoNT-F LC inh	PrPC TRFRET	CCHFV vOTU inh	SARS 3CLpro inh
O=C(C1CCN(S(=O)(=O)N2CCC3(CC2)OCCO3)CC1)N1CCOCC1	-4.7	9.8	1.1	15.8	-3.9	8.7	0.5	-2.7	12.1	1.6
CSCc1ccc(C(=O)NCc2ccccc2)cc1	-2.9	4.7	0.1	17.7	-0.7	-1.5	-4.6	-0.5	-1.5	4.4
Cc1ccc(C)c(NC(=O)C2CC(O)CN2C(=O)OC(C)(C)C)c1 (centres undefined)	0.4	6.9	-0.5	16.8	-3.1	-11.3	-1.3	0.4	-3.9	7.2
O=[N+]([O-])c1cccc(NC(=S)N2CCCC2)c1	·	-0.5	2.6	11.2	0.3	8.9	-1.9	-15.6	-1.6	-1.8
COc1ccc(/C=C(\NC(=O)c2ccccc2)C(=O)N2CCC(C)CC2)cc1	·	0.5	-2.6	·	5.2	-5.4	19.3	0.5	11.3	·
COc1ccc(OC)c(CN2CCN(Cc3ccc(OC)c(OC)c3OC)CC2)c1	·	5.2	0.1	·	3.8	·	4.6	-10.6	-6.1	·
Cc1ccc(NC(=O)CSc2nnc(Cn3c(=O)sc4ccccc43)n2C)cc1	3.8	-2.0	-0.5	22.0	-5.3	-4.4	3.8	0.9	1.0	1.1
Cc1cccn2c(=O)c3cc(S(=O)(=O)c4ccc(F)cc4)c(=N)n(Cc4ccco4)c3nc12	-9.7	-9.7	0.3	8.5	-2.4	-2.2	-6.4	-6.1	-25.2	6.1
COc1ccc(-n2nnc3c(=O)n(CC(=O)Nc4cc(C)on4)cnc32)cc1	-4.3	-4.1	-0.1	-6.4	2.2	-8.6	1.2	-1.9	10.4	2.8
OC1CCCN(c2c3c(nc4cc(-c5cccc(Cl)c5)nn24)CCC3)C1 (centres undefined)	-10.8	0.1	1.4	35.8	1.1	-5.8	3.2	8.0	-1.6	-2.4
C=CCN(c1ccccc1)S(=O)(=O)c1cc2c(cc1C)N(C)CCO2	-2.9	6.3	-0.9	-22.1	-6.4	27.8	-14.5	2.6	5.2	0.7
O=[N+]([O-])c1ccc(Cl)cc1N1CCOCC1	-5.4	-5.6	-1.0	16.4	0.8	-0.3	-8.3	-3.3	-9.3	-0.7
COc1ccc(OC)c(NC(=O)CSc2ccc3nnc(-c4ccccn4)n3n2)c1	6.0	-2.1	-1.3	-15.2	3.2	-12.8	5.7	0.6	14.4	3.9
COc1ccc(CCN2CC(C(=O)Nc3nnc(Cc4ccccc4)s3)CC2=O)cc1OC (centres undefined)	-1.2	-3.0	-0.6	·	-7.1	-0.7	-6.8	4.3	-0.2	·
Cc1c(-c2ccccc2)sc2nc[nH]c(=S)c12	7.0	-22.7	-0.8	26.2	-5.0	-4.2	3.4	3.2	-1.7	-2.9
COc1ccc(N2CCN(c3cc(C)c4cccc(C)c4n3)CC2)cc1	3.2	-5.7	-2.9	29.7	-7.0	6.1	-4.5	5.4	-10.6	0.8
O=C(N/N=C\c1ccc(CNS(=O)(=O)c2ccccc2)o1)C(=O)Nc1ccc(F)cc1	-42.9	-7.3	0.3	21.3	1.0	·	1.0	-7.4	0.9	2.8
O=C(CCSCc1ccccc1Cl)N1CCN(c2cccc(Cl)c2)CC1	-2.6	-2.4	-0.3	44.7	-7.4	-23.1	0.4	2.3	14.2	5.1
CCN(C[C@H]1N[C@@](CC)(C(=O)OC)[C@H]2C(=O)N(Cc3ccccc3)C(=O)[C@@H]12)S(=O)(=O)c1ccc(-c2ccccc2)cc1	0.1	0.8	0.4	·	5.0	-8.5	-2.1	-0.7	-0.6	·
COc1ccc(CCNC(=O)CCCCC(=O)NCCc2ccc(OC)cc2)cc1	4.6	-1.6	-4.7	7.4	-6.1	2.0	?	7.2	-6.1	0.8
CCOc1ccc(N2C(=O)CC(NCc3ccc(S(N)(=O)=O)cc3)C2=O)cc1 (centres undefined)	-13.2	10.1	-1.1	4.4	-6.2	-3.0	2.7	-1.1	-1.9	0.1
O=C(NC1CCS(=O)(=O)C1)c1cccs1 (centres undefined)	6.2	6.9	3.3	35.8	-3.2	-0.4&-6.0	27.9	10.7	-9.9	6.5
Cn1sc(NC(=O)c2ccccc2Cl)nc1=O	4.9	4.1	-4.1	23.5	-10.2	4.2	-4.8	0.5	-2.5	-5.7
Cc1ccccc1S(=O)(=O)NC(=O)C1(C)CCN1C(=O)CCc1ccc(Cl)cc1Cl (centres undefined)	·	·	-0.6	·	-3.8	·	-5.1	5.1	-1.7	·
COc1ccc2c(c1)C1NC(=S)NC(C)(O2)C1C(=O)Nc1ccccc1C (centres undefined)	-4.7	2.4	0.2	9.9	-0.3	-11.5	13.0	1.7	-8.2	-0.1
COc1ccc(CN(Cc2cccn2C)C(=O)c2cc3cc(OC)ccc3[nH]2)cc1	-13.3	-3.9	0.0	-3.6	-6.8	5.2	-8.3	-2.2	-3.1	0.9
CC(C)(C)OC(=O)N1CCC(C(=O)Nc2cccc(C(=O)NC3CC3)c2)CC1	·	9.1	0.0	·	3.9	-3.3	-0.3	-0.3	-11.3	·
O=C(NCCc1ccc(F)cc1)N[C@@H](Cc1ccccc1)C(=O)O	-2.3	3.3	-3.5	8.6	5.2	3.1	-23.6	-1.0	-9.1	3.1
O=C(CSc1ccc2nnc(-c3ccc(Cl)cc3)n2n1)N1CCCC1	0.1	10.4	-0.7	8.4	-15.5	-9.1	-9.2	0.8	-1.1	·
O=C(OCc1ccc(Br)cc1)c1cc([N+](=O)[O-])ccc1N1CCOCC1	·	4.8	0.4	·	-1.3	·	-0.3	10.2	15.9	·
COc1ccc(OC)c(Cc2nnc(CCC(=O)NC(C3CC3)C3CC3)o2)c1	-9.0	-1.7	-0.6	39.3	-3.2	-26.1	6.3	-3.4	12.1	-2.0
O=C(NCCCN1CCOCC1)c1ccc(CS(=O)(=O)c2cccc(C(F)(F)F)c2)o1	6.2	0.2	-2.5	13.1	-1.7	-15.1	-3.9	-1.4	-3.0	1.4
Cc1ccc(S(=O)(=O)NCC2CCC(C(=O)NCc3ccc4c(c3)OCO4)CC2)cc1 (centres undefined)	3.7	-1.7	-1.8	27.1	0.1	-0.6	-8.3	2.5	-9.4	3.8
O=C(CCCCCNc1nc(=S)[nH]c2ccccc12)NCCc1c[nH]c2ccccc12	-12.0	-0.3	-0.9	17.0	-5.8	15.8	-13.1	4.8	-1.9	-1.0
Cc1ccsc1CNC(=O)C1(C)CCCN1CC(C)C (centres undefined)	·	·	0.3	·	6.9	·	3.8	-2.8	6.7	·
C#CCOCCOCCOCCNc1nc(N2CCN(C(=O)[C@H]([C@@H](C)CC)n3cc(CCC(=O)O)nn3)CC2)nc(N2CCN(C(=O)[C@H](Cc3ccc(O)cc3)n3cc(CCO)nn3)CC2)n1	·	9.9	-0.7	·	2.8	5.7	6.5	0.7	-4.8	·
CC(=O)OCC(=O)[C@@]1(O)CC[C@H]2[C@@H]3CCC4=CC(=O)C=C[C@]4(C)[C@@]3(Cl)[C@@H](Cl)C[C@@]21C	-0.2	-5.6	-1.7	10.4	-9.9	7.0	-12.6	-3.9	-2.4	·
O=C(CN1C(=O)c2ccccc2C1=O)Nc1cc([N+](=O)[O-])ccc1O	2.2	2.2	-0.6	6.9	-1.1	-3.8	-4.5	-5.5	3.1	5.6
CCOc1ccccc1CNCCNCC(C)O (centres undefined)	-6.4	9.5	0.4	17.4	-2.9	-6.5	-2.5	4.2	-7.5	3.0
Cc1nn(Cc2ccccc2)c(C)c1C(=O)OCC(=O)c1cc(C)n(C2CC2)c1C	0.9	-16.3	-1.0	-3.9	-6.7	14.2	-5.6	8.8	15.9	4.8
COCCNC(=O)/C(C#N)=C/c1ccc(N2CCOCC2)o1	-6.9	-86.4	-0.5	-8.5	0.1	-13.0	-3.2	-16.3	26.1	0.6
O=c1[nH]cnc2c1C(c1ccc(Cl)cc1)c1c(nc[nH]c1=O)O2	·	0.5	-5.7	-9.2	-6.7	-11.4	-23.9	·	·	0.4
Cc1ccc(S(=O)(=O)CCC(=O)OCC(=O)c2c(C)[nH]c3ccccc23)cc1	-11.1	-0.8	0.2	49.4	1.0	-5.8	-2.1	1.2	-4.6	2.5
Nc1cc(N)c(OCC(F)(F)F)cc1OCC(F)(F)F	-55.9	13.7	-0.7	28.4	-13.0	-9.1	-26.8	·	·	0.8
CS(=O)(=O)Nc1cccc(C(=O)CC2(O)C(=O)Nc3ccc(Br)cc32)c1 (centres undefined)	-3.3	-2.4	-0.5	0.0	0.2	-8.4	6.0	-9.1	7.8	2.2
C/C(=N\N)c1c(-c2ccccc2)c2cc(Br)ccc2[nH]c1=O	-6.2	0.0	-0.4	25.1	-4.3	·	-2.4	·	·	-3.7
CCOC(=O)CSc1nnc2c3ccccc3n(C)c2n1	-1.7	7.4	1.2	-2.9	-4.9	-2.4	?	-5.5	2.9	-8.4
Cc1ccc(/C=C2/SC(=Nc3ccc(F)cc3)NC2=O)s1	5.8	0.3	-1.1	1.6	-11.7	-13.4	13.4	-1.1	1.0	0.2
COc1ccc(C2C(O)C(c3c[nH]c4ccccc34)=NN2C(=O)CCl)cc1 (centres undefined)	29.0	6.9	-1.6	-1.0	-3.7	2.6	-2.3	-1.0	-19.1	61.4*
COc1ccc(C2OC34CCCCC3C(C#N)(C#N)C2(C#N)C(=N)O4)cc1 (centres undefined)	12.3	-24.0	0.5	14.0	-0.9	-9.3	2.8	-8.6	-71.8	-2.6
CCCCNC(=O)C1CCC(CNS(=O)(=O)c2cccc3nsnc23)CC1 (centres undefined)	-15.1	8.6	-0.3	14.2	-0.4	1.3	-3.2	-33.6	7.0	-0.6
O=C(CN1CCOCC1)Nc1ccc(S(=O)(=O)NC2CCCCC2)cc1	-12.4	-1.8	-0.7	2.8	1.5	-0.9	-8.0	8.5	-12.6	-4.6
Cn1c(=O)c2c(nc(NCc3ccco3)n2Cc2ccc(Cl)cc2Cl)n(C)c1=O	-0.7	17.0	-3.6	13.9	-3.9	-10.2	-7.3	3.4	-4.2	3.9
Cc1ccc(N2CCN(C(=O)c3ccccc3Br)CC2)c(C)c1	-1.3	5.5	-0.4	-12.1	-0.4	-1.9	-3.6	-8.8	8.8	-0.1
CCOc1cc(Br)c(C(C)NC(=O)c2cccnc2)cc1OCC (centres undefined)	-0.8	4.0	·	·	·	-10.9	·	13.7	-1.5	·
Cc1ccccc1CN1CCC(n2nccc2NC(=O)CCOc2ccccc2)CC1	-3.1	-13.3	-0.2	5.5	-3.2	-2.1	-5.9	-4.4	-14.3	4.9
O=C(O)COc1ccccc1/C=N/NC(=O)/C(=C\c1ccc2c(c1)OCO2)NC(=O)c1ccccc1	1.7	-3.7	0.4	-2.9	1.1	·	4.7	6.6	14.4	2.5
COc1cc(NC(=S)Nc2cccnc2)cc(OC)c1	-7.9	-1.6	0.1	-6.1	-2.7	1.3	-1.0	0.8	-10.7	-0.5
CCOc1ccccc1C(=O)Nc1nnc(CC)s1	-1.9	-1.7	-0.7	26.3	-0.5	-0.5	-13.8	-5.8	4.5	3.6
CCOC(=O)c1oc2nc(CC(C)C)c3c(c2c1N)CCC3	-3.8	8.2	-0.6	44.7	-2.6	-19.4	1.6	2.1	-63.8	-3.0
